DAX1 inh-1 = DAX1 (NR0B1) inhibition, primary screen; actives 1.1% (n = 370,000); HEK293T StAR-luciferase reporter, SF-1/DAX-1 repression relief; AID 652010; inhibition, % at 6.8 µM;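 active = inhibition above the mean over all tested compounds plus 3 SD, cut at about 3.6% in these data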;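 note: 0% = DAX-1 cells with DMSO and 100% = cells lacking DAX-1 with DMSO; higher inhibition means more luminescence from relief of DAX-1 repression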
hcDAF-12 act = activates DAF-12 receptor from parasite H. contortus; activation, % at 6.8 µM; HEK293 hcDAF-12 lit1-tk-luc reporter, luminescence; 0% DMSO, 100% Δ7-dafachronic acid; actives 1.4% (n = 370,000);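 active = activation above the mean of all tested compounds plus 3 SD, cut at about 5.5% in these data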;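 note: 100% = response to 3 µM Δ7-dafachronic acid high control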
PLC-gamma1 inh = blocks human PLC-gamma1 enzyme activity. P19174. purified PLC-gamma1, fluorogenic substrate, fluorescence. inhibition, % at 12.2 µM. AID 720700. actives 0.84% (n = 370,000); in the data active = inhibition above about 9.5%
hgDAF-12 ag = hgDAF-12 agonism, primary luciferase screen; HEK293 GAL4-hgDAF12 UAS-luciferase reporter, agonist luminescence; normalized to butyrate control; activation, % at 6.8 µM; actives 1.8% (n = 370,000); AID 687014;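 active = activation above a cutoff set at the mean of all screened compounds plus 3 SD, cut at about 10% in these data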;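 note: 0% = DMSO wells and 100% = sodium butyrate wells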
MBD2 inh = MBD2-methylated oligo binding inhibition | AID 686964 | Q9UBB5 | inhibition, % at 4.4 µM | TR-FRET, MBD2 binding to methylated oligonucleotide | actives 0.31% (n = 370,000); in the data active = inhibition above about 13%
SMARCA2 act = SMARCA2 function activation, primary screen | actives 1% (n = 370,000) | activation, % at 9.1 µM | MG213 cells, MMTV-luciferase reporter, dexamethasone, overnight; in the data active = activation above about 7.8%;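 note: 0% = vehicle wells and 100% = reference activator wells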
DAX1 inh-2 = NR0B1 (DAX1) inhibition; inhibition, % at 6.75 µM; AID 504766; P51843; actives 0.99% (n = 340,000); HEK293 Gal4-DAX1 luciferase reporter, luminescence;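 active = inhibition above the mean over all tested compounds plus 3 SD, cut at about 4.2% in these data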;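 note: 0% = DAX1-transfected cells with DMSO and 100% = empty-vector control cells with DMSO; inhibition shows as a rise in luminescence from relieved DAX1 repression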
Target sequence (P51843 207-470 limits assumed): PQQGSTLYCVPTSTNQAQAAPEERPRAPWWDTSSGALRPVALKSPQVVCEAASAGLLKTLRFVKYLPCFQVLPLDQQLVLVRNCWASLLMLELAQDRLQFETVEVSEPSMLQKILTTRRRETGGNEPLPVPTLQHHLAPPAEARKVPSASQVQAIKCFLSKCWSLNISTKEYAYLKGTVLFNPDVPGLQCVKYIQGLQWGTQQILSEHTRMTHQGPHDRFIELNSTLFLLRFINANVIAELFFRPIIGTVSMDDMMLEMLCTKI
ssDAF-12 act = activators of S. stercoralis DAF-12 nuclear receptor | HEK293 ssDAF-12/GRIP1 lit1-tk-luc reporter, luminescence; % of 3 µM dafachronic acid response | activation, % at 6.8 µM | actives 1% (n = 370,000);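 active = activation above the mean over all tested compounds plus 3 SD, cut at about 0.9% in these data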;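 note: 0% = DMSO-only wells and 100% = 3 µM delta7-dafachronic acid wells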
NR1D1 modulator = modulators of human Rev-erb alpha DNA binding. Rev-erbα–FITC-DNA binding, fluorescence polarization, 90 min. actives 0.79% (n = 370,000). activity, % at 10 µM;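 active = activity above about 14%, limit read from the data; passing the limit was not always enough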;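 note: 0% = DMSO wells with 35 nM protein and 100% = DMSO wells with 750 nM protein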
Target sequence (P20393 whole entry, looked up): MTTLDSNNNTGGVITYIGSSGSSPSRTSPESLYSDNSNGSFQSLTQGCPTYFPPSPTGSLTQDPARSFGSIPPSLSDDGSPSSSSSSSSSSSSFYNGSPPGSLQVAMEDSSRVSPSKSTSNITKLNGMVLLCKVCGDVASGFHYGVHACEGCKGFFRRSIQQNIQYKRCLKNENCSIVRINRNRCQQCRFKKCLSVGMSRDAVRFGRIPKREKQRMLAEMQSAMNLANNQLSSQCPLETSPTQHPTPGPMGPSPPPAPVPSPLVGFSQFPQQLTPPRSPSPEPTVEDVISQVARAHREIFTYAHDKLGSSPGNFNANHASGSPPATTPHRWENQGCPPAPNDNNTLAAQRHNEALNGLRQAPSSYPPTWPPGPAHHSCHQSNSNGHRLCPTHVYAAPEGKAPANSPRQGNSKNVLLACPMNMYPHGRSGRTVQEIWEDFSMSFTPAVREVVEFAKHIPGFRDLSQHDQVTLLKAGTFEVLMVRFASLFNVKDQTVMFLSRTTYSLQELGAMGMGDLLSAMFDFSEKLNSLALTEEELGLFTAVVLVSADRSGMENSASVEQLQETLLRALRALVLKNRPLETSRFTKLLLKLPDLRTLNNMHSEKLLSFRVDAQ
ADAM17 inh = ADAM17 inhibition, QFRET primary screen; P78536; recombinant ADAM17, EDANS/DABCYL FRET peptide cleavage; inhibition, % at 6.95 µM; actives 0.83% (n = 370,000); AID 720648;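 active = inhibition above the mean of compounds lying between control limits plus 3 SD, set per campaign, cut at about 8.5% in these data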;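 note: 0% = DMSO-only wells as the low control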
PLCb3 inh = PLC-beta3 (human) inhibition, primary screen | Purified PLC-beta3, fluorogenic substrate, fluorescence | inhibition, % at 12.2 µM | Q01970 | actives 0.18% (n = 370,000); in the data active = inhibition above about 11%;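 note: 0% = median of compound wells on plate and 100% = full blocker control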
Active calls of the source: *; i = inactive; / = no result given.

Every second line gives: DAX1 inh-1	hcDAF-12 act	PLC-gamma1 inh	hgDAF-12 ag	MBD2 inh	SMARCA2 act	DAX1 inh-2	ssDAF-12 act	NR1D1 modulator	ADAM17 inh	PLCb3 inh
CCc1nnc(NC(=O)CN2CCN(CC)CC2)s1
    0.5	-0.4	-5	0.0	-2	-1	1.4	-1.0	0	1	-7
Cc1ccc2nsnc2c1NC(=O)c1ccccc1[N+](=O)[O-]
    -0.3	0.1	4	1.1	-5	7	-0.2	-1.4	-9	0	-1
CC(C)c1nn2c(=O)cc(CSc3ccccc3NC(=O)c3ccccc3F)nc2s1
    -0.3	0.3	1	0.0	-1	-1	0.5	-0.7	-8	1	-9
COc1cc2c(cc1OC)CN(CC(=O)Nc1ccc(C#N)cc1)CC2
    -0.4	-1.6	-132	-0.7	-4	-4	2.7	-0.9	2	-21	-157
CCCCn1c(=O)c(C(=O)OCC)c(O)c2ccccc21
    0.1	-0.6	-3	-0.1	-3	-3	0.2	-0.9	0	0	-5
CN(C)CCCNC(=O)N1c2ccccc2Sc2ccccc21
    0.2	-0.8	-1	-1.8	2	-1	1.2	-0.1	-2	0	-2
COc1ccc(NC(=O)CCn2ccnc2)c(OC)c1
    0.2	0.0	2	0.3	4	-2	-1.0	-1.5	-1	-1	-3
O=C(NNCC(O)COc1ccccc1)c1ccccc1 (stereo not drawn)
    0.2	-1.8	0	-0.7	4	1	0.0	-0.9	-6	0	1
CC(C)(C)c1ccc(/C=N/N2C(=O)CSC2=S)cc1
    -0.8	-5.0	-1	-11	-1	-5	-1.4	-2.2	-4	0	-9
Cc1ccc(Cl)cc1NC(=O)CN1C(=O)COc2ccc(S(=O)(=O)N3CCOCC3)cc21
    -0.2	-0.9	-1	1.8	-2	-1	-0.5	-0.7	1	3	-8
Cc1ccc(Cn2c(=N)c(C(=O)NCC3CCCO3)cc3c(=O)n4ccccc4nc32)cc1 (stereo not drawn)
    0.4	-0.8	-222	-1.5	0	0	2.5	-0.5	-6	-356	-313
COc1ccc(Cc2c(C3CCCCC3)nc3c4ccccc4ccn23)c(C)c1
    0.1	3.3	-29	1.4	3	-4	/	0.3	-9	-11	-45
Cc1ccc(C)n1NC(=O)c1ccccc1Cl
    0.3	-0.4	-22	2.1	2	0	-0.2	-1.1	1	7	-21
Cc1nc([N+](=O)[O-])cn1-c1ccc(N)cc1
    0.3	-2.1	-3	0.5	-3	-1	-1.4	-0.2	5	3	3
O=C(CCNC(=O)c1ccc(Br)cc1)NCc1ccco1
    0.2	1.1	9	-0.4	-3	1	0.5	-0.7	-1	6	-3
O=C(Cn1cnc2cc([N+](=O)[O-])ccc2c1=O)NCc1ccccc1
    -0.6	-0.1	-13	0.2	0	-1	1.2	-2.2	0	-9	-26
COc1cc(NC(=O)c2cccs2)c(OC)cc1NC(=O)Cc1ccccc1
    -0.5	-2.2	-3	-2.0	-4	-4	-1.7	-1.2	3	0	-13
O=C1/C(=C/c2ccc([N+](=O)[O-])cc2)C=C(c2ccccc2)N1c1ccccc1
    -0.8	1.8	-3	0.1	4	0	-0.6	0.0	-3	-5	-2
Cc1c(O)ccc2c(CC(=O)N[C@@H](Cc3ccc(O)cc3)C(=O)O)cc(=O)oc12
    0.1	-0.4	i	0.1	3	-2	0.7	-1.1	-2	i	i
CC1(C)c2[nH]c3ccccc3c2C[C@H]2C(=O)N(CCCO)CC(=O)N21
    0.5	-0.6	3	-0.8	-3	-3	1.7	-1.1	5	3	-1

Ordered by value in NR1D1 modulator (ascending): 3 of the compounds above.
| molecule | NR1D1 modulator |
| --- | --- |
| CC(C)c1nn2c(=O)cc(CSc3ccccc3NC(=O)c3ccccc3F)nc2s1 | -8 |
| CCc1nnc(NC(=O)CN2CCN(CC)CC2)s1 | 0 |
| Cc1ccc(C)n1NC(=O)c1ccccc1Cl | 1 |

(more compounds)
Every second line gives: DAX1 inh-1	hcDAF-12 act	PLC-gamma1 inh	hgDAF-12 ag	MBD2 inh	SMARCA2 act	DAX1 inh-2	ssDAF-12 act	NR1D1 modulator	ADAM17 inh	PLCb3 inh
Cc1ccc(C(=O)COC(=O)CCCC(=O)NC2CCCCC2)cc1[N+](=O)[O-]
    0.6	1.1	-1	-1.2	2	-5	-0.7	-0.3	0	-4	-2
Cc1ccccc1Nc1nc(Cl)c(C=O)s1
    -3.2	-0.2	-6	4.4	0	-1	0.0	-1.0	-3	-2	-6
O=C(Nc1cc(Cl)ccc1N1CCCC1)C1=COCCO1
    -0.1	0.4	2	-1.0	-9	-1	-0.2	-0.6	2	1	-10
CC(C)(C)C(=O)O/N=C1/C(=O)N(c2ccccc2)c2ccccc21
    -0.2	-1.4	-1	-1.7	-1	0	-0.1	-1.1	-2	-4	-5
COc1ccc(CNC(=O)CSCc2cnn(-c3ccccc3)c2-n2cccc2)cc1
    -0.5	-1.5	1	0.1	1	1	-0.4	-1.6	-5	5	0
COc1ccc(CNC(=O)CC(C)CC2=NS(=O)(=O)c3ccccc3N2)cc1 (stereo not drawn)
    -0.2	-0.8	1	-2.1	8	-2	0.2	-1.3	-2	-2	2
CCOC(=O)CSc1n[nH]c(-c2ccco2)n1
    -0.2	-0.9	-3	1.9	2	9.4*	3.0	-1.2	-4	-1	3
Cc1ccc(/C=N/NC(=O)CSc2nnc(-c3ccccc3)n2-c2ccc(Cl)cc2)o1
    -0.4	0.6	5	-0.8	-6	-4	-0.5	-1.1	-1	8	9
CCCN1C2CCCC1CC(NC(=O)c1ccc(OC)cc1)C2 (stereo not drawn)
    -0.3	1.3	3	0.8	-3	-2	2.1	-1.3	2	-4	-5
Cc1cccc(Cl)c1NC(=O)N1CCCN(c2ncccc2[N+](=O)[O-])CC1
    0.2	-1.5	-1	0.3	2	-2	0.7	-1.1	-2	-1	-3
CC(C)NS(=O)(=O)c1ccc(OCC(=O)N2CCN(c3ccccc3)CC2)cc1
    -1.0	-1.2	4	-2.1	-5	3	-0.5	-1.7	-4	1	2
Cc1ccc(C)c(NC(=O)C(c2ccccc2)N2CCOCC2)c1 (stereo not drawn)
    -0.3	2.0	1	-0.5	-3	-4	1.1	-0.7	-1	7	3
COC(=O)c1ccc(COc2ncnc3sccc23)cc1
    0.4	-1.1	0	0.2	0	1	2.8	-0.7	-5	0	-6
Cc1onc(-c2c(F)cccc2Cl)c1C(=O)Nc1nnc(C2CC2)s1
    -0.2	1.0	-2	0.0	-3	-1	-0.8	-0.7	-3	-1	-5
Cc1ccc(N=Nc2c(C)[nH]n(-c3ccccc3)c2=O)cc1
    0.3	1.3	3	2.2	-2	-1	-0.2	-0.4	4	-6	3
CNS(=O)(=O)c1cc(C(=O)OCC(=O)NC2CCCc3ccccc32)ccc1Cl (stereo not drawn)
    0.1	-1.2	3	-1.4	2	-2	0.5	-0.4	-3	2	2
O=C(NC(Cc1ccccc1)C(=O)O)OCC1c2ccccc2-c2ccccc21 (stereo not drawn)
    -0.9	0.0	-2	0.6	4	-3	2.3	-0.8	-1	-4	-8
O=C(O)c1ccc(NS(=O)(=O)c2cc(C(=O)O)ccc2Br)cc1
    0.2	0.7	2	-0.5	-1	2	0.4	-0.9	-2	-2	-1
CCOC(=O)COc1cc(OCC(=O)OCC)c2c(=O)cc(-c3ccccc3)oc2c1
    0.2	-1.0	-82	0.2	6	-2	-0.8	-1.6	2	-62	-120
COc1cc(NS(=O)(=O)c2ccc(NC(=S)NC(=O)c3ccco3)cc2)nc(OC)n1
    0.2	0.0	0	1.4	-3	-3	4.7*	-0.9	-1	-5	-9

Continued.
Every second line gives: DAX1 inh-1	hcDAF-12 act	PLC-gamma1 inh	hgDAF-12 ag	MBD2 inh	SMARCA2 act	DAX1 inh-2	ssDAF-12 act	NR1D1 modulator	ADAM17 inh	PLCb3 inh
O=C(NCc1ccccc1Cl)C1CCCN(S(=O)(=O)c2cnc[nH]2)C1 (stereo not drawn)
    1.5	-0.2	-1	-1.6	-1	0	1.9	-1.6	-3	0	0
Cn1ccnc1CC(O)(c1ccccc1)c1ccccc1
    -0.1	-1.5	2	-2.6	5	-2	-1.3	-1.7	-3	-3	-5
CCCCCCC1CC(=CN(C)C)C(=O)O1 (stereo not drawn)
    0.0	-0.7	1	-0.6	-1	2	-1.3	-0.8	-1	-1	0
Cc1c(Cl)cccc1NC(=S)NC(=O)c1ccccc1
    -0.1	0.8	3	5.2	-2	5	1.1	-0.1	-3	-1	0
Cc1nc2ccccn2c1C(=O)NNC(=S)Nc1ccccc1
    0.1	-1.2	-18	1.0	-1	2	-0.1	-0.8	2	-18	-26
O=C(CSc1nnc(CCCOc2ccc(Cl)cc2Cl)o1)Nc1ccc(C(=O)O)cc1
    -0.4	-1.7	1	-1.9	2	-2	-1.0	0.6	-2	0	1
CCC(C)CN1C(=O)CSCC1(C)C(=O)NC(C)C (stereo not drawn)
    0.1	-1.5	3	-0.1	-8	6	/	-1.2	-6	1	2
CCn1c(SCC(=O)c2cc(C)ccc2C)nc2cc(S(=O)(=O)N3CCOCC3)ccc21
    -0.4	-3.2	4	-4.7	1	-6	-1.8	-2.1	2	5	2
NC(CCc1ccccc1)c1csc(Nc2nncc3ccccc23)n1 (stereo not drawn)
    1.3	-1.4	-68	1.2	-1	-3	/	-0.7	-6	4	-93

Single records, as listed above:
Shown for O=C(NCc1ccccc1Cl)C1CCCN(S(=O)(=O)c2cnc[nH]2)C1 (stereo not drawn) : DAX1 inh-1: 1.5; hcDAF-12 act: -0.2; PLC-gamma1 inh: -1; hgDAF-12 ag: -1.6; MBD2 inh: -1; SMARCA2 act: 0; DAX1 inh-2: 1.9; ssDAF-12 act: -1.6; NR1D1 modulator: -3; ADAM17 inh: 0; PLCb3 inh: 0
Shown for CCn1c(SCC(=O)c2cc(C)ccc2C)nc2cc(S(=O)(=O)N3CCOCC3)ccc21 : DAX1 inh-1: -0.4; hcDAF-12 act: -3.2; PLC-gamma1 inh: 4; hgDAF-12 ag: -4.7; MBD2 inh: 1; SMARCA2 act: -6; DAX1 inh-2: -1.8; ssDAF-12 act: -2.1; NR1D1 modulator: 2; ADAM17 inh: 5; PLCb3 inh: 2
